Assay outcomes (PubChem BioAssay)
Giardia killer: Giardia lamblia killing; actives 0.15% (n = 340,000); activity change, % at 7.66 µM, hits read low; AID 540267; Giardia lamblia trophozoite viability; in the data active = activity change below about -80%; inconclusive = between about -30% and that limit;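 note: parasites exposed to compound for two days anaerobically before the ATP read; % is set by controls: 0 for no effect and ±100 for the full control effect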
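Anaerobic 48 hrs incubation at 37 deg C of 100 trophozoites/well with test compounds; ATPLite 1-Step luminescence, 15-30 min RT, reports cellular ATP as viability.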
ELG1 genotoxic: inducers of genotoxicity in HEK293T ELG1-luciferase cells; HEK293T ELG1-luciferase reporter, luminescence, 16 h; Potency, µM (doses to about 46 µM), for the others: top-dose activity change, positive = activation, actives largely listed as activators; actives 1.3% (n = 330,000); AID 504466; note: potency is the fitted concentration of half-maximal effect; % of control where 0% means no effect; nearly all actives have a fitted effect of over 60% in size
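HEK293T cells expressing luciferase-tagged ELG1 were treated with compound or DMSO for 16 hr at 37°C. Luciferase activity was then read after 30 min with ONE-Glo at room temperature; rising signal flags genetic stress.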
Tb PFK block: T. brucei PFK enzyme inhibition; O15648; T. brucei PFK, ADP-Glo luminescence; Potency, µM (series often up to 57.5 µM), inactives show at the highest dose activity, negative = inhibition, most hits filed as inhibitors; actives 0.17% (n = 330,000);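 note: potency is the fitted concentration of half-maximal effect; 0% = uninhibited 1x PFK enzyme wells and -100% = no-enzyme wells; nearly all actives have a fitted effect of over 60% in size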
Target sequence (O15648 whole entry, looked up): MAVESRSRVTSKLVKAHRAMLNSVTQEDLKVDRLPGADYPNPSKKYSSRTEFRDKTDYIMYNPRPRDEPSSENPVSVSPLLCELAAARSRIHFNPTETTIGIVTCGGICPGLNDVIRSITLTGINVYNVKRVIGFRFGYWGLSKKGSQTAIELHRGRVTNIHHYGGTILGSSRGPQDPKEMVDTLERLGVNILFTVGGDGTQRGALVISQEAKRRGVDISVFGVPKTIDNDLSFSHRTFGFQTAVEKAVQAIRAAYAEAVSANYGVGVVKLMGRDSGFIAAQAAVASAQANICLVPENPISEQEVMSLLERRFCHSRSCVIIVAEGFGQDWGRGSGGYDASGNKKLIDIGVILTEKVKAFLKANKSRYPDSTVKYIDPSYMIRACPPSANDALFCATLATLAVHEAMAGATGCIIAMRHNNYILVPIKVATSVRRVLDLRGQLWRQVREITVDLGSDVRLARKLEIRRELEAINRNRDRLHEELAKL
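In TEA buffer at pH 8.0 with 5 mM MgCl2, enzyme (1.25 nM) converted F6P (0.5 mM) and ATP (0.1 mM) for 45 min at room temperature. ADP product was read by luciferase luminescence.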
Gal4-VP16 FLuc: counter-screen for ROR gamma inhibitors: Gal4-VP16 reporter. actives 3.5% (n = 310,000). Drosophila S2 Gal4-VP16 UAS-luciferase, luminescence, 20 h. Potency, µM (titrated, usually from 53.6 µM), without a hit: at the top dose activity, negative = inhibition, hits mostly inhibitors;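 note: Gal4-VP16 expression switched on by copper sulfate through the metallothionein promoter; potency is the fitted concentration of half-maximal effect; % is set by controls: 0 for no effect and ±100 for the full control effect; nearly all actives have a fitted effect of over 50% in size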
FLuc modulator: counter-screen for miR-21 project: firefly luciferase inhibitors or activators; actives 6.9% (n = 360,000); purified FLuc, Km substrates, luminescence inhibition; AID 588342; Potency, µM (doses to about 57.5 µM), for inactives: top-dose activity change, negative = inhibition, actives largely listed as inhibitors; P08659;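 note: potency is the fitted concentration of half-maximal effect; plate controls were vehicle for no effect and reference inhibitor for full effect; nearly all actives have a fitted effect of over 55% in size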
Target sequence (P08659 whole entry, looked up): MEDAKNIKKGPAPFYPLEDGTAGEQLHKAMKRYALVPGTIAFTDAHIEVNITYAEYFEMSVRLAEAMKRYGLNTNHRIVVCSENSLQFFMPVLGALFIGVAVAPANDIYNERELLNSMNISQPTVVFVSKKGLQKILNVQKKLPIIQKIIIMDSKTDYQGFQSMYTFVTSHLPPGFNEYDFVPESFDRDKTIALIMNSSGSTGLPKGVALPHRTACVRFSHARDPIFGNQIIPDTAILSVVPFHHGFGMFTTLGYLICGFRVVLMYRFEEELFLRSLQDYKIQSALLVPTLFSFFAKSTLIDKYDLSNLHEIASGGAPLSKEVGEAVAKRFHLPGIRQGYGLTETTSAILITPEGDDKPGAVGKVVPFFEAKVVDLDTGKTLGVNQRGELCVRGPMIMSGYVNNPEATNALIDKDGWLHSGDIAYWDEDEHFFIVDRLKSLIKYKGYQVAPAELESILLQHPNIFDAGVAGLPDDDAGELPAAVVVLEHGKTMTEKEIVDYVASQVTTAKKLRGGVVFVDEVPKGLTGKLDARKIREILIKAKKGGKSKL
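Purified P. pyralis luciferase, 10 nM final, with Km-level 10 uM D-luciferin and 10 uM ATP in 50 mM Tris acetate pH 7.5, 10 mM Mg acetate, 0.01% Tween-20, 0.05% BSA; 6-point qHTS titration about 60 µM downward; luminescence read.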
Rab9 promoter act: Rab9 promoter activation; Huh7 Rab9 promoter-luciferase reporter, luminescence, 24 h; Potency, µM (series often up to 9.22 µM), without a hit: at the highest dose activation, negative = inhibition, usual class: activators; actives 2.8% (n = 320,000); note: potency is the fitted concentration of half-maximal effect; % of control where 0% means no effect; nearly all actives have a fitted effect of over 60% in size
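Huh7 cells stably carrying Rab9 promoter–luciferase reporter, plated 1500 cells/well, compound added after 2 h and incubated 24 h at 37 °C; luciferase luminescence then read after 10 min with detection reagent.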
NPC1 prom act: activators of NPC1 promoter; Potency, µM (highest dose often 9.22 µM), for inactives: at the highest dose activation, usual class: activators; actives 2.4% (n = 320,000); AID 485313; Huh7 NPC1 promoter luciferase reporter, 24 h;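 note: potency is the fitted concentration of half-maximal effect; % of control where 0% means no effect; nearly all actives have a fitted effect of over 60% in size; reporter is driven by a mutant NPC1 promoter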
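Stable NPC1-promoter luciferase Huh7 line; cpd (DMSO) 24 h, 37 °C, 5% CO2; Amplite luciferase reagent 10 min RT; luminescence readout. qHTS format.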
Coupling enz: coupling enzyme interference in Giardia aldolase counter-screen. actives 0.67% (n = 290,000). AID 2472. activity change, negative = inhibition, % at 58.2 µM, hits read low. coupling enzyme system counterscreen, AmpLite Red fluorescence; in the data active = activity change below about -30%; note: % is set by controls: 0 for no effect and ±100 for the full control effect
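Compounds tested against the coupling enzymes alone at 57.5 uM final; readout was AmpLite Red fluorescence (525/598 nm) after 20 min at RT.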
KCNH2 3.1 block: inhibitors of human KCNH2 3.1 potassium channel isoform. U2OS KCNH2 3.1, thallium flux FluxOr; stronger effect = lower value. activity change, % (tested at about 1.8 µM). actives 0.95% (n = 340,000). AID 720553;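 active = maximum activity change below -70%; inconclusive = maximum activity change from -70% to -50%; inactive = maximum activity change above -50%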;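 note: thallium influx rate constant from kinetic fluorescence after stimulation buffer; % is set by controls: 0 for no effect and ±100 for the full control effect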
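Normalized rate constant (relative to positive and negative DMSO controls) derived from a 2 min kinetic fluorescence read after stimulation; U2OS cells expressing the 3.1 isoform via virus at 1.77 x 10^8 /mL.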
uPA surface inh: cell surface uPA generation inhibition; AID 540303; actives 0.31% (n = 330,000); cell surface uPA generation assay, qHTS; Potency, µM (top dose mostly 38.3 µM), for the others: at the top dose activity change, negative = inhibition, hits mostly inhibitors; active = well fitted inhibition curve with a large enough effect; inconclusive = small, poorly fitted or top-dose-only effect; inactive = no such curve, though single readings can be large or run the other way; tested in mouse RAW 264.7 cells; note: potency is the fitted concentration of half-maximal effect; % is set by controls: 0 for no effect and ±100 for the full control effect; nearly all actives have a fitted effect of over 55% in size
RORg inh: blocks mouse ROR gamma transcriptional activity; Drosophila S2 Gal4-RORgamma UAS-luciferase reporter, 20 h; Potency, µM (doses to about 53.6 µM), for inactives: top-dose activity change, negative = inhibition, usual class: inhibitors; actives 5.4% (n = 310,000); AID 2551; note: potency is the fitted concentration of half-maximal effect; % is set by controls: 0 for no effect and ±100 for the full control effect; nearly all actives have a fitted effect of over 60% in size
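ROR gamma transcriptional activity was tracked as Gal4-UAS luciferase output in stably transfected Drosophila Schneider cells, with compound added 1 hr before 700 uM copper sulfate induction and a 20 hr ambient-temperature incubation.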
An asterisk follows results filed as active; ? = inconclusive; / = not tested or not shown; [ ] = remark or other dose. Unless noted, calls come from the whole dose curve; as a rule, active = well fitted curve in the direction sought with a large enough effect; inconclusive = small, poorly fitted or top-dose-only effect, or another doubt; inactive = no such curve, though single readings can be large; an effect the other way counts as inactive or inconclusive.

SMILES	Giardia killer	ELG1 genotoxic	Tb PFK block	Gal4-VP16 FLuc	FLuc modulator	Rab9 promoter act	NPC1 prom act	Coupling enz	KCNH2 3.1 block	uPA surface inh	RORg inh
O=S(=O)(c1ccc(F)cc1)N1CCN(c2ccccn2)CC1	22	-2%	0%	-1%	0%	-2%	0%	2	2	-6%	-1%
CNNC(=S)Nc1cccc(SC)c1	15	1%	0%	13%	4%	1%	-5%	2	4	-12%	-36%
O=C(c1ccccc1)N(Cc1ccco1)C1CCS(=O)(=O)C1 (stereo not given)	5	0%	-2%	0%	1%	-5%	2%	2	-6	2%	7%
O=C(CC1C(=O)NCCN1Cc1ccccc1)NC1CCCCCC1 (stereo not given)	-22	0%[9.26 µM]	0%	-9%	0%	5%	-2%	-2	-13	8%	4%
Cn1nc(C(F)(F)F)c(/C=N/OC(=O)c2ccccc2)c1Cl	8	1%	1%	-3%	?	-7%	-2%	0	4	/	1%
CC1=C(C(=O)OC2CCCCC2)C(c2ccc(F)cc2)NC(=O)N1 (stereo not given)	2	-6%	1%	-5%	1%	-4%	-5%	0	-12	1%	11%
CC1=NNC(=O)/C1=C\c1cn(-c2ccccc2)nc1-c1ccc(F)cc1	14	-14%	5%	5µM*	-3%	-16%	-30%	-6	-1	-11%	4.5µM*
CCC(=O)Nc1nc(C)cc(SCC(=O)OC)n1	-12	-1%	-1%	3%	-2%	3%	-1%	-3	-9	5%	-7%
CCOC(=O)C1(S(=O)(=O)c2ccccc2)CCN(Cc2ccccc2)CC1	7	-2%	-2%	-3%	2%	2%	-3%	-3	-1	/	-27%
CCc1nc(NCCC(C)C)c(C#N)c2c1CCCC2	-17	1%	-1%	2%	3%	-3%	0%	-1	-2	2%	-14%
CCOCCCNC(=O)CSCc1nc(-c2ccc(SC)cc2)oc1C	13	-15%	0%	14%	?	0%	-12%	4	-10	5%	-25%
Cc1ccccc1N1CCN(C(=O)NCc2cccc(Cl)c2)CC1	-7	-8%	-9%	10%	-9%	0%	-3%	-1	-17	1%	?
O=C(CSc1ccc(Br)cc1)Nc1cccc(S(=O)(=O)N2CCOCC2)c1	2	0%	-4%	/	?	-5%	1%	/	2	-15%	/
COc1cccc(NC(=O)NNC(=O)c2ccc3c(c2)NC(=O)C(C)(C)O3)c1	8	-3%	0%	-18%	-2%	2%	0%	1	-6	-1%	-3%
COc1ccc(C)cc1NC(=O)C(=O)N1CCCC1	-15	-4%	-1%	1%	2%	-7%	2%	2	-5	-4%	14%
CC/C(=N\O)C(C)(C)/[N+]([O-])=C/c1ccc(Br)cc1	-12	2%	4%	-2%	3%	1%	-4%	-1	9	17%	-25%
O=C(Nc1cccc(Cl)c1)c1ccc(S(=O)(=O)NCC2CCCO2)cc1 (stereo not given)	25	-10%	-1%	-1%	3%	-9%	-3%	-1	-12	-10%	42%
CC(=O)c1cccc(CN2CCC(CO)(Cc3ccccc3)CC2)c1	-1	2%	-2%	0%	1%	-1%	0%	1	12	5%	10%
CC(C)CC(NC(=O)C1CCC(=O)N1C(=O)OCc1ccccc1)C(=O)NC(Cc1ccccc1)C(N)=O (stereo not given)	-3	1%	-1%	-9%	1%	0%	3%	1	16	2%	-29%
CC1C(=O)C(C)(C)C(=O)OC1c1ccc([N+](=O)[O-])cc1 (stereo not given)	?	-3%	-2%	25%	1%	-7%	-1%	1	8	18%	1%
COc1ccccc1CCC(=O)N1CCN(S(=O)(=O)c2cc(C(F)(F)F)ccc2Cl)CC1	-10	-5%	4%	/	3%	3%	0%	/	0	8%	/
Cc1cc(N2CCOCC2)ccc1/C=C1\NC(=O)N(CC(=O)Nc2ccccc2C)C1=O	10	20%	1%	-5%	?	1%	12%	2	-14	-2%	-54%
Cc1nc2ncnn2c(Nc2ccc3c(c2)OCO3)c1Cc1ccccc1	8	-6%	0%	-9%	-2%	2%	1%	-1	/	/	-22%[10 µM]
CC(=O)c1cccc(NS(=O)(=O)c2ccc(N/C=C/C(=O)c3ccc(F)cc3)cc2)c1	8	2%	3%	4.5µM*	5%	-22%	-9%	-3	-13	?	?
COc1ccc(CNC(=O)C2CCCN2CCc2ccccc2)cc1OC (stereo not given)	4	-6%	1%	13%	2%	-3%	-3%	2	3	-4%	4%
Next structures follow:
SMILES	Giardia killer	ELG1 genotoxic	Tb PFK block	Gal4-VP16 FLuc	FLuc modulator	Rab9 promoter act	NPC1 prom act	Coupling enz	KCNH2 3.1 block	uPA surface inh	RORg inh
COc1ccc(C)cc1NC(=O)Cn1c(=O)oc2ccccc21	4	-1%	12%	4%	0%	-11%	-4%	0	6	7%	2%
COc1ccc(-c2cn(CCC(=O)NCc3ccc(C)cc3)c(-c3ccncc3)n2)cc1	-18	8%	0%	1%	-2%	0%	-1%	-1	-8	12%	19%
CCC(=O)N1c2ccc(S(=O)(=O)N3CCOCC3)cc2CC1C (stereo not given)	-13	1%	0%	-13%	0%	-4%	-6%	/	2	7%	-7%
Cc1cccc(C)c1OCC(O)CN1CCN(c2ccccc2)CC1 (stereo not given)	2	-12%	3%	-4%	4%	0%	0%	0	-25	2%	-4%
Cc1cccc(N(CC(=O)NC(C)C)C(=O)CCC(=O)Nc2ccccn2)c1	15	-6%	-4%	0%	-4%	7%	5%	-1	12	1%	10%
CN(C)/C(Cn1cncn1)=C1/N=C(c2ccccc2)OC1=O	4	7%	-2%	-9%	-5%	0%	-8%	5	-1	-3%	-7%
O=C(NCCN1CCN(c2ccccc2F)CC1)c1cccn2c(=O)c3ccccc3nc12	5	-8%	1%	4%	-2%	-2%	2%	1	-79*	/	-25%
COc1ccc(/C=N/N2CCOCC2)cc1COc1ccc(Cl)cc1	12	0%	-2%	-1%	?	0%	-1%	-5	7	5%	?
CC(c1cccs1)N(C(=O)Nc1ccccc1)C1CCCCC1 (stereo not given)	5	-1%	1%	1%	-2%	2%	-1%	4	4	/	-6%
O=C(Nc1ccc(NC(=S)NC(=O)c2cccs2)cc1)c1ccco1	11	15%	-27%	-22%	1%	1%	-3%	3	-29	2%	11µM*
CCN(CC)C(=O)Cn1c(=O)n(CCCC(=O)NCc2ccccc2)c(=O)c2sccc21	17	1%	1%	-4%	-2%	-1%	-1%	-2	5	14%	5%
CCCCCCCC1(C)NC(=O)NC1=O (stereo not given)	-1	-1%	-1%	-1%	-1%	-1%	-3%	7	7	1%	6%
CC(C)(C)OC(=O)C[C@@H]1C/C=C\C[C@@H](CC(=O)N[C@H](CO)Cc2ccccc2)C(=O)NC[C@@H](c2ccccc2)OC1=O	5	-1%	-1%	/	/	/	/	/	1	-4%	/
Cc1ccc(CNC(=O)c2ccc(NS(=O)(=O)c3c(C)noc3C)cc2)cc1	20	-1%	5%	-7%	1%	-6%	1%	6	-3	-4%	1%
O=C(NCc1ccc(N2CCCC2=O)cc1)c1cn(CCc2ccccc2)nn1	-13	2%	-5%	-2%	-1%	2%	0%	-1	-3	2%	0%
CCOc1ccc(-c2nc(-c3ccccc3)no2)cc1OCC	11	?	-1%	4%	13µM*	?	?	-1	-19	18%	?
COc1ccc(-c2noc(CCC(=O)NCC3CCCO3)n2)cc1OC (stereo not given)	20	5%	-5%	1%	-1%	6%	1%	2	0	-20%	-13%
CCOC(=O)N1CCC(NC(=O)c2cc3c(-c4ccc(Cl)cc4)nn(C)c3s2)CC1	5	11%	20%	-7%	1%	-3%	-4%	0	2	3%	11%
CSCC[C@H](NC(=O)OC(C)(C)C)C(=O)N/N=C/c1ccc2nccnc2c1	-8	-1%	3%	-9%	1%	-1%	1%	3	-6	8%	31%
Cc1cc(C)cc(OCCCn2ccnc2)c1	?	0%	-10%	/	-2%	-6%	2%	-2	-5	4%	/
COc1ccc(-c2cc(C(=O)Nc3cc(C)on3)no2)cc1OC	7	-2%	-2%	-16%	-3%	0%	1%	-5	9	-4%	10%
Cc1cc(C)cc(NC(=S)N2CCC(NC(=O)c3ccccc3C)CC2)c1	1	1%	-2%	-9%	1%	-1%	-3%	1	-1	0%	?
CC(=O)Nc1ccc2nc(SCC(=O)N3CCOCC3)sc2c1	-14	-10%	-3%	-13%[10 µM]	-11%	9%	9%	2	3	-1%	18%
O=C(c1ccccc1F)N1CCN(c2ccccc2F)CC1	-3	2%	1%	-2%	-3%	0%	10%	7	4	-1%	-5%[10 µM]
O=C1c2ccccc2NC(c2ccco2)N1/N=C/c1ccco1 (stereo not given)	2	13%	0%	-8%	-5%	?	22%	-3	11	-7%	-26%
CO/N=C(\C(=O)N[C@@H]1C(=O)N2C(C(=O)O)=C(COC(C)=O)CS[C@H]12)c1csc(N)n1	/	/	/	-5%	/	-3%[46.1 µM]	-4%[46.1 µM]	3	/	/	-13%

Some entries already given, showing only Coupling enz, Tb PFK block and uPA surface inh:
SMILES | Coupling enz | Tb PFK block | uPA surface inh
COc1ccc(C)cc1NC(=O)Cn1c(=O)oc2ccccc21 | 0 | 12% | 7%
COc1ccc(-c2cc(C(=O)Nc3cc(C)on3)no2)cc1OC | -5 | -2% | -4%

Random draw from the library; about 14% have a hit in one of these screens.
